Nrf2 activator = Nrf2 pathway activation. AREc32 ARE-luciferase reporter (MCF7-derived line), luminescence, 24 h. Potency, µM (doses to about 46.1 µM), without a hit: at the highest dose activation, most hits filed as activators. actives 0.31% (n = 410,000). AID 624171; note: potency is the fitted concentration of half-maximal effect; % of control where 0% means no effect; nearly all actives have a fitted effect of over 65% in size
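Steps: seed AREc32_Fluc cells (1000/well, 5% FBS OPTI-MEM); incubate overnight at 37 deg C; add 23 nL compound; incubate 24 hr; add Steady-Glo; hold 30 min RT; read luminescence.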
Nrf2 inh = inhibitors of Nrf2 signaling. A549 ARE-Fluc reporter, luciferase luminescence, 18-24 h. Potency, µM (titrated, usually from 46 µM), without a hit: at the highest dose activity change, negative = inhibition, most hits filed as inhibitors. actives 2.1% (n = 360,000). AID 504444; note: potency is the fitted concentration of half-maximal effect; % is set by controls: 0 for no effect and ±100 for the full control effect; nearly all actives have a fitted effect of over 60% in size
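Quantitative HTS in A549 cells stably bearing an antioxidant response element-firefly luciferase construct. Inhibition of Nrf2-driven transcription was scored by luminescence after 18-24 h of compound exposure at 37 °C.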
MmCpn inh = inhibitors of Methanococcus maripaludis chaperonin (MmCpn). Potency, µM (series often up to 76.9 µM), for inactives: at the top dose activity, negative = inhibition, actives largely listed as inhibitors. AID 504842. purified Mm-Cpn ATPase, ADP Transcreener TR-FRET. actives 0.031% (n = 330,000); note: potency is the fitted concentration of half-maximal effect; % is set by controls: 0 for no effect and ±100 for the full control effect; nearly all actives have a fitted effect of over 80% in size
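TR-FRET (320 nm excitation; 590 and 665 nm emission) reports ADP made from 10 uM ATP by 25 nM enzyme; compounds were preincubated 10 min, reaction run 30 min, both at 37°C.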
EPAC2 antagonist = blocks human EPAC2 exchange factor | Q8WZA2 | EPAC2 GEF exchange of Rap1B-BODIPY-GDP, fluorescence | Potency, µM (top dose mostly 114 µM), without a hit: at the highest dose activity, negative = inhibition, hits mostly inhibitors | actives 0.18% (n = 360,000) | AID 720708; note: potency is the fitted concentration of half-maximal effect; % is set by controls: 0 for no effect and ±100 for the full control effect; nearly all actives have a fitted effect of over 45% in size; many of its hits are not listed in these tables
Target sequence (Q8WZA2 whole entry, looked up): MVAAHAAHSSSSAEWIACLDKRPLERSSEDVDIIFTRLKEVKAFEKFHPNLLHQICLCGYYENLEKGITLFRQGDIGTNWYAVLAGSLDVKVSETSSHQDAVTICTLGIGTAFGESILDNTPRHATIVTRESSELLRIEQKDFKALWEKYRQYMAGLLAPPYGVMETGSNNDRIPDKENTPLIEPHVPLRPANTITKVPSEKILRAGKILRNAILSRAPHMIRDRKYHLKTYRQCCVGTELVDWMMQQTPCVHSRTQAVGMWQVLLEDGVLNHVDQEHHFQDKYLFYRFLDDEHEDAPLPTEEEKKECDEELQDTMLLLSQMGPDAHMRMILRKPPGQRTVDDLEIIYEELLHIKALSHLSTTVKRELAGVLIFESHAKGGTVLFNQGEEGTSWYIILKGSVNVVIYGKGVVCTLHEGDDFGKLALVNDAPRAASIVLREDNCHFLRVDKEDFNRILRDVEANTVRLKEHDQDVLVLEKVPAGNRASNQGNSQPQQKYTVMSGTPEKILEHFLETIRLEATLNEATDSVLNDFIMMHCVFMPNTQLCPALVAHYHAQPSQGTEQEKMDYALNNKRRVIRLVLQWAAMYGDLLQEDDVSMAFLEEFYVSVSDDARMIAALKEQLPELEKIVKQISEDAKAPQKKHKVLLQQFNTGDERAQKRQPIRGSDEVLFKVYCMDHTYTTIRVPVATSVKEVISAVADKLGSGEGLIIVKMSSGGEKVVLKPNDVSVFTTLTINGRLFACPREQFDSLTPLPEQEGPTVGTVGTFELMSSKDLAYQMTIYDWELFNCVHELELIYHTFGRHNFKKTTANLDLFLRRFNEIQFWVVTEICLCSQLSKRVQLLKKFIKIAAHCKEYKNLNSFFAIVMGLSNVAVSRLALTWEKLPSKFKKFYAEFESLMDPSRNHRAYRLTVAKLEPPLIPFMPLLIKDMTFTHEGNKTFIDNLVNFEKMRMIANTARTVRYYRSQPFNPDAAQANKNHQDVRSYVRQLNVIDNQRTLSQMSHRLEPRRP
pAkt inh = Akt phosphorylation inhibition; AID 651550; actives 0.32% (n = 360,000); activity change, % for hits at 50 µM; Neuro2A IGF-stimulated pAkt S473 HTRF, 20 min; stronger effect = lower value; in the data active = activity change below about -80%; inconclusive = mostly about -51% to -80%; note: % is set by controls: 0 for no effect and ±100 for the full control effect
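Neuro2A cells in DMEM with 0.5% FBS, overnight at 37 deg C, given compound at single 50 µM final, then IGF (6 nM final) for 20 min at 37 deg C. Lysed; phospho-Akt Ser473 by HTRF after 24 h, 665/615 ratio.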
EPAC2 ag = activates human EPAC2 exchange factor | Potency, µM (series often up to 154 µM), for the others: at the top dose activation, most hits filed as activators | actives 0.079% (n = 360,000) | Q8WZA2 | AID 720711 | EPAC2 activation, biochemical qHTS; response scale: 100% = 6.5 mM cAMP response; note: potency is the fitted concentration of half-maximal effect; nearly all actives have a fitted effect of over 50% in size
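In this primary screen, activation is scored as increased exchange of BODIPY-GDP from Rap1B by 100 nM EPAC2, with 50 uM GDP as competitor. Signal is normalized to the 6.5 mM cAMP agonist control.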
A549 viability = A549 cytotoxicity, counter-screen for Nrf2 inhibitors; Potency, µM (highest dose often 46 µM), for inactives: at the top dose activity change, negative = cytotoxicity, most hits filed as inhibitors; A549 ARE-Fluc cells, CellTiter-Fluor viability, 18-24 h; actives 0.16% (n = 390,000); note: potency is the fitted concentration of half-maximal effect; % is set by controls: 0 for no effect and ±100 for the full control effect
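Cytotoxicity counterscreen: CellTiter-Fluor fluorescence was measured in A549 ARE_Fluc cells after 18-24 h of compound exposure in a concentration series. The subsequent BugLite luminescent read reports ARE-luciferase activity.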
CCT modulator = cytosolic chaperonin activity modulation. actives 0.3% (n = 360,000). AID 651819. activity change, % (no concentration beside the values), hits read low. purified chaperonin ATPase assay, HTRF ADP detection, 30 min; in the data active = activity change below about -30%; note: % is set by controls: 0 for no effect and ±100 for the full control effect
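ATPase activity: ADP formed was measured by HTRF Transcreener (665/615 nm ratio) after 30 min at 37 deg C with 10 uM ATP. Compounds screened at one 76 uM concentration against 40 or 20 nM TRiC in Tris pH 7.4/KCl/MgCl2/DTT buffer.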
TGFb inhibitor = TGF-b pathway inhibition. HepG2 CAGA-GFP TGF-b/SMAD3 reporter, GFP fluorescence, 18 h; TGF-beta stimulated, 500 pg/mL final. Potency, µM (top dose mostly 46.1 µM), inactives show top-dose activity, negative = inhibition, usual class: inhibitors. actives 1.2% (n = 410,000). AID 588855; note: potency is the fitted concentration of half-maximal effect; % is set by controls: 0 for no effect and ±100 for the full control effect; nearly all actives have a fitted effect of over 65% in size
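Using HEPG2 CAGA-GFP reporter cells at 1000 cells/well, we pinned test compounds, stimulated with recombinant TGF-beta (500 pg/mL final) and measured total well GFP after 18 h.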
* = called active by the depositor; [ ] = remark or other dose. Unless noted, calls come from the whole dose curve; as a rule, active = well fitted curve in the direction sought with a large enough effect; inconclusive = small, poorly fitted or top-dose-only effect, or another doubt; inactive = no such curve, though single readings can be large; an effect the other way counts as inactive or inconclusive.

`CN(CC(=O)Nc1cccc(F)c1)C(=O)c1sccc1-c1ccccc1` gave Nrf2 activator 0.3%, Nrf2 inh -26%, MmCpn inh -1%, EPAC2 antagonist -11%, pAkt inh inactive, EPAC2 ag 10%, A549 viability -5%, CCT modulator 0.5 and TGFb inhibitor -3%.
For Cc1oc(-c2ccc(C(=O)NCc3ccccc3)cc2)nc1CS(=O)(=O)c1ccccc1 the results were Nrf2 activator 0.5%, Nrf2 inh -2%, A549 viability 4% and TGFb inhibitor -9%.
For CC(=O)Nc1ccc(Cl)cc1C(=O)c1ccc[nH]1 the results were Nrf2 activator -0.8%, EPAC2 antagonist 0%, pAkt inh inactive, EPAC2 ag 3%, CCT modulator -1.0 and TGFb inhibitor 6%.
COc1cccc(N2C(=O)C3CCCN3C2c2cccs2)c1 (centres undefined) was read as Nrf2 activator 0.1%, Nrf2 inh 8%, MmCpn inh -1%, EPAC2 antagonist 1%, pAkt inh inactive, EPAC2 ag 4%, A549 viability 2%, CCT modulator -1.2 and TGFb inhibitor -1%.
For O=C1CCC(C(=O)O)N1 (centres undefined) the results were Nrf2 activator 0.3%, Nrf2 inh inconclusive, MmCpn inh -4%, EPAC2 antagonist -3%, pAkt inh inactive, EPAC2 ag 8%, A549 viability -5%, CCT modulator 0.9 and TGFb inhibitor 11%.
CN(CC(=O)Nc1cccc(F)c1)C(=O)c1ccc(-c2cccc(C(F)(F)F)c2)o1 was read as Nrf2 activator 3.5%, Nrf2 inh inconclusive, MmCpn inh -12%, EPAC2 antagonist -14%, pAkt inh inactive, EPAC2 ag -1%, A549 viability -12%, CCT modulator 2.1 and TGFb inhibitor inconclusive.
Screening CCOc1ccc(C(=O)OCC(=O)NC2CCCCCCC2)cc1 returned Nrf2 activator -0.3%, Nrf2 inh 17%, MmCpn inh 2%, EPAC2 antagonist 4%, pAkt inh inactive, EPAC2 ag -3%, A549 viability 2%, CCT modulator 2.0 and TGFb inhibitor -11%.
`Cc1ccc(NC(=O)C2CC(=O)N/C(=N/NC(=O)c3ccc(C)cc3)S2)cc1` (centres undefined) gave Nrf2 activator 0.3%, Nrf2 inh 13%, MmCpn inh 0%, EPAC2 antagonist 11%, pAkt inh inactive, EPAC2 ag 1%, A549 viability 0%, CCT modulator 1.7 and TGFb inhibitor -16%.
For COc1ccc(-c2noc(CNC(=O)c3ccoc3C)n2)cc1 the results were Nrf2 activator 0.1%, Nrf2 inh inconclusive, MmCpn inh 0%, EPAC2 antagonist 2%, pAkt inh inactive, EPAC2 ag 14%, A549 viability 1%, CCT modulator 0.5 and TGFb inhibitor -7%.
Screening CCNC(=O)NC(=O)CN(C)c1ccccc1 returned Nrf2 activator -0.3%, Nrf2 inh 10%, MmCpn inh 2%, EPAC2 antagonist -9%, pAkt inh inactive, EPAC2 ag 0%, A549 viability 0%, CCT modulator 1.3 and TGFb inhibitor 2%.
`COc1ccccc1OCC(=O)NCc1ccco1` gave Nrf2 activator 16%, Nrf2 inh 15%, MmCpn inh 1%, EPAC2 antagonist 12%, pAkt inh inactive, EPAC2 ag -4%, A549 viability -7%, CCT modulator -2.9 and TGFb inhibitor 7%.
Screening O=C(CSc1nc(-c2ccccc2)cc(=O)[nH]1)Nc1ccc(F)c(F)c1 returned Nrf2 activator -0.3%, Nrf2 inh 24%, MmCpn inh -1%, EPAC2 antagonist 16%, pAkt inh inactive, EPAC2 ag -1%, A549 viability 1%, CCT modulator -0.4 and TGFb inhibitor 34%[activator].
`CCCCNC(=O)C(NC(=O)c1cccc(C(F)(F)F)c1)C(=O)c1ccccc1` (centres undefined) gave Nrf2 activator -0.1%, EPAC2 antagonist -3%, pAkt inh inactive, EPAC2 ag -5%, CCT modulator 0.2 and TGFb inhibitor 2%.
Cc1ccc(C)c(NC(=S)N2CCN(CCO)CC2)c1 was read as Nrf2 activator 0.2%, Nrf2 inh 8%, MmCpn inh 1%, EPAC2 antagonist 14%, pAkt inh inactive, EPAC2 ag 8%, A549 viability 0%, CCT modulator 0.1 and TGFb inhibitor 0%.
For Cc1cc(C)cc(NC(=S)N2CCN(c3ccc(F)cc3)CC2)c1 the results were Nrf2 activator 0.0%, Nrf2 inh -5%, MmCpn inh 3%, EPAC2 antagonist 14%, pAkt inh inactive, EPAC2 ag -8%, A549 viability -3%, CCT modulator -0.6 and TGFb inhibitor -1%.
`Cc1cc(C)c(C)c(OCC(=O)Nc2ccc(S(=O)(=O)Nc3nc(C)cc(C)n3)cc2)c1` gave Nrf2 activator -0.7%, Nrf2 inh -5%, A549 viability 0% and TGFb inhibitor 4%.
`COc1ccc(-n2ncc3c2CC(C)(C)CC3NC(=O)CCCN2CCCC2=O)cc1` (centres undefined) gave Nrf2 activator -0.7%, Nrf2 inh -3%, MmCpn inh 2%, EPAC2 antagonist 1%, pAkt inh inactive, EPAC2 ag 5%, A549 viability 1%, CCT modulator -7.5 and TGFb inhibitor 0%.
CSc1cc(C)c(OCC(=O)Nc2c(C)nn(C)c2C)c(C)c1 was read as Nrf2 activator 0.2%, Nrf2 inh -16%, MmCpn inh 6%, EPAC2 antagonist 6%, pAkt inh inactive, EPAC2 ag -2%, A549 viability -8%, CCT modulator 0.1 and TGFb inhibitor -24%.
For CCOc1ccccc1/C=C(\C#N)C(=O)NC1CC1 the results were Nrf2 activator 3.0%, Nrf2 inh -7%, EPAC2 antagonist 1%, pAkt inh inactive, EPAC2 ag 8%, A549 viability -3%, CCT modulator 1.2 and TGFb inhibitor 6%.
`S=C(c1cccs1)N1CCCC1` gave Nrf2 activator -0.3%, Nrf2 inh 7%, MmCpn inh 1%, EPAC2 antagonist 9%, pAkt inh inactive, EPAC2 ag -3%, A549 viability 0%, CCT modulator 0.5 and TGFb inhibitor -9%.

4 neighbouring compounds already listed:
`CN(CC(=O)Nc1cccc(F)c1)C(=O)c1sccc1-c1ccccc1` gave Nrf2 activator 0.3%, Nrf2 inh -26%, MmCpn inh -1%, EPAC2 antagonist -11%, pAkt inh inactive, EPAC2 ag 10%, A549 viability -5%, CCT modulator 0.5 and TGFb inhibitor -3%.
For Cc1oc(-c2ccc(C(=O)NCc3ccccc3)cc2)nc1CS(=O)(=O)c1ccccc1 the results were Nrf2 activator 0.5%, Nrf2 inh -2%, A549 viability 4% and TGFb inhibitor -9%.
For CC(=O)Nc1ccc(Cl)cc1C(=O)c1ccc[nH]1 the results were Nrf2 activator -0.8%, EPAC2 antagonist 0%, pAkt inh inactive, EPAC2 ag 3%, CCT modulator -1.0 and TGFb inhibitor 6%.
COc1cccc(N2C(=O)C3CCCN3C2c2cccs2)c1 (centres undefined) was read as Nrf2 activator 0.1%, Nrf2 inh 8%, MmCpn inh -1%, EPAC2 antagonist 1%, pAkt inh inactive, EPAC2 ag 4%, A549 viability 2%, CCT modulator -1.2 and TGFb inhibitor -1%.

Later entries
O=C(Nc1ccc(Br)cn1)c1ccc(Cl)s1 was read as Nrf2 activator 4.6%, Nrf2 inh inconclusive, MmCpn inh -12%, EPAC2 antagonist -2%, pAkt inh inactive, EPAC2 ag 2%, A549 viability 2%, CCT modulator -1.9 and TGFb inhibitor -22%.
For COc1ccc(-c2sc3ccc(OC)cc3c2-c2ccc(OCCN3CCOCC3)cc2)cc1 the results were Nrf2 activator 7.8%, Nrf2 inh 3%, MmCpn inh inconclusive, EPAC2 antagonist -18%, pAkt inh inactive, EPAC2 ag 17%, A549 viability 11%, CCT modulator -1.5 and TGFb inhibitor 24%.
`C#CCn1c(=NC(=O)c2cc(-c3cccs3)nc3ccccc23)sc2cc(S(N)(=O)=O)ccc21` gave Nrf2 activator 1.8%, Nrf2 inh -11%, MmCpn inh inconclusive, EPAC2 antagonist -4%, pAkt inh inactive, EPAC2 ag 11%, A549 viability -1%, CCT modulator -2.0 and TGFb inhibitor -2%.
CC(=O)Nc1ccc(S(=O)(=O)N2CCN(c3ccc([N+](=O)[O-])cc3)CC2)cc1 was read as Nrf2 activator 5.5%, Nrf2 inh -28%, MmCpn inh -1%, EPAC2 antagonist 0%, pAkt inh inactive, EPAC2 ag 7%, A549 viability -5%, CCT modulator -2.9 and TGFb inhibitor -17%.
c1ccc(-c2nc3c([nH]2)CCc2nonc2-3)cc1 was read as Nrf2 activator 0.6%, Nrf2 inh 8%, MmCpn inh -2%, EPAC2 antagonist -3%, pAkt inh inactive, EPAC2 ag -1%, A549 viability 1%, CCT modulator -2.9 and TGFb inhibitor inconclusive.
`O=C1CCc2nc3ccccc3c(=O)n2N1` gave Nrf2 activator -0.2%, MmCpn inh -1%, EPAC2 antagonist 3%, pAkt inh inactive, EPAC2 ag 1%, A549 viability -5%, CCT modulator -0.2 and TGFb inhibitor -3%.
For O=C(NOCc1cscn1)Nc1ccccc1 the results were Nrf2 activator -0.4%, Nrf2 inh 15%, EPAC2 antagonist 1%, pAkt inh inactive, EPAC2 ag 6%, A549 viability -10%, CCT modulator -3.4 and TGFb inhibitor -14%.
For CCOC(=O)N1CCN(C(=O)CCS(=O)(=O)c2cc3c(cc2Cl)NC(=O)CO3)CC1 the results were Nrf2 activator -0.7%, Nrf2 inh 1%, MmCpn inh 1%, EPAC2 antagonist 0%, pAkt inh inactive, EPAC2 ag 8%, A549 viability -1%, CCT modulator 0.7 and TGFb inhibitor 1%.
For O=C(NCCC1=CCCCC1)c1ccc2c(c1)N(Cc1ccccc1F)C(=O)c1ccccc1S2(=O)=O the results were Nrf2 activator -1.3%, Nrf2 inh 18%, A549 viability 1% and TGFb inhibitor -11%.

These rows are one share of the data; rates above refer to the full screens.
